Source: PubChem BioAssay
MCF10A rerep: inducers of DNA re-replication in MCF 10A breast cells | Potency, µM (doses to about 46.1 µM), inactives show at the highest dose activity, positive = re-replication, usual class: activators | 2.9% of 350,000 active | MCF 10A DNA re-replication, Hoechst nuclear intensity, 48 h | AID 624296; also: potency is read from the fitted curve at half-maximal effect; % of control where 0% means no effect; nearly all actives have a fitted effect of over 50% in size
S2 tox: viability counter-screen for ATXN expression inhibitors | S2 cells (HEK-293 line with an ATXN2-luciferase reporter) viability, CellTiter-Fluor protease fluorescence, 24 h | Potency, µM (doses to about 56.7 µM), usual class: cytotoxic | 0.49% of 400,000 active; also: potency is read from the fitted curve at half-maximal effect; nearly all actives have a fitted effect of over 40% in size
Nrf2 activator: activators of Nrf2 (ARE) signaling | AREc32 ARE-luciferase reporter (MCF7-derived line), luminescence, 24 h | Potency, µM (highest dose often 46.1 µM), without a hit: at the highest dose activation, hits mostly activators | 0.31% of 410,000 active; also: potency is read from the fitted curve at half-maximal effect; % of control where 0% means no effect; nearly all actives have a fitted effect of over 65% in size
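Steps: seed AREc32_Fluc cells (1000/well, 5% FBS OPTI-MEM); incubate overnight at 37 deg C; add 23 nL compound; incubate 24 hr; add Steady-Glo; hold 30 min RT; read luminescence.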
A549 viability: kills or reduces viability of A549 cells in Nrf2 counter-screen. A549 ARE-Fluc cells, CellTiter-Fluor viability, 18-24 h. Potency, µM (highest dose often 46 µM), without a hit: at the highest dose activity change, negative = cytotoxicity, hits mostly inhibitors. 0.16% of 390,000 active; also: potency is read from the fitted curve at half-maximal effect; % is scaled to controls: 0 for no effect and ±100 for the full control effect
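Cytotoxicity counterscreen: CellTiter-Fluor fluorescence was measured in A549 ARE_Fluc cells after 18-24 h of compound exposure in a concentration series. The subsequent BugLite luminescent read reports ARE-luciferase activity.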
HepG2 tox: counter-screen for TGF-b inhibitors: cytotoxicity in HepG2 cells. HepG2 CAGA-GFP viability, ATP luminescence, 18 h. Potency, µM (highest dose often 46.1 µM), for the others: top-dose activity change, negative = cytotoxicity, most hits filed as cytotoxic. 0.76% of 410,000 active. AID 588856; also: potency is read from the fitted curve at half-maximal effect; some results filed as inactive show a strong effect at the top dose
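CellTiter-Glo luminescence gave cytotoxicity after 18 hours at 37 degrees C. The cells were HepG2 CAGA-GFP in 1% FBS DMEM, stimulated with 500 pg/mL TGF-beta after compound addition. %Activity was normalised to no-cell wells (complete cell-killing) and DMSO (no toxicity), and curves were fitted and classified.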
IL-1B inflam inh: inflammasome signaling inhibition, IL-1 beta readout; THP-1 LPS/ATP IL-1B secretion, AlphaLISA, 16 h; active compounds read low; activity change, % at 57.5 µM; 4.7% of 360,000 active; AID 743279; in the data active = activity change below about -50%; inconclusive = mostly about -30% to -49%; also: % is scaled to controls: 0 for no effect and ±100 for the full control effect
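THP-1 cells pretreated 1 hr with compounds (up to 57.5 uM final), then stimulated with LPS (250 ng/mL final) plus ATP (1.25 mM final); secreted IL-1B measured by AlphaLISA after 16 hr, decreased signal indicating inhibition.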
Nrf2 inh: inhibitors of Nrf2 signaling | A549 ARE-Fluc reporter, luciferase luminescence, 18-24 h | Potency, µM (doses to about 46 µM), inactives show top-dose activity change, negative = inhibition, hits mostly inhibitors | 2.1% of 360,000 active | AID 504444; also: potency is read from the fitted curve at half-maximal effect; % is scaled to controls: 0 for no effect and ±100 for the full control effect; nearly all actives have a fitted effect of over 60% in size
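A549 ARE_Fluc cells, 5000/well, 5% FBS OPTI-MEM; compounds in dose-response, 18-24 h at 37 °C/5% CO2; CellTiter-Fluor viability read (Ex 405/Em 525), then BugLite luciferase luminescence = Nrf2 activity.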
TGFb SMAD3 inh: inhibitors of TGF-b signaling | 1.2% of 410,000 active | AID 588855 | Potency, µM (highest dose often 46.1 µM), for inactives: at the top dose activity, negative = inhibition, usual class: inhibitors | HepG2 CAGA-GFP TGF-b/SMAD3 reporter, GFP fluorescence, 18 h; TGF-beta stimulated, 500 pg/mL final; also: potency is read from the fitted curve at half-maximal effect; % is scaled to controls: 0 for no effect and ±100 for the full control effect; nearly all actives have a fitted effect of over 65% in size
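Cell-based qHTS in HEPG2 carrying a CAGA-GFP Smad reporter; compounds added before 500 pg/mL final TGF-beta, 18 h incubation at 37 degrees C, GFP fluorescence quantified per cell by imaging cytometry.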
ATXN2 expr inh: ATXN2 expression inhibition. Potency, µM (titrated, usually from 57 µM), inactives show top-dose activity change, negative = inhibition, hits mostly inhibitors. 0.72% of 360,000 active. AID 1745845. HEK-293 ATXN2-luciferase reporter, luminescence, 24 h; also: potency is read from the fitted curve at half-maximal effect; % is scaled to controls: 0 for no effect and ±100 for the full control effect; nearly all actives have a fitted effect of over 55% in size
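qHTS (up to 57 uM final) was run with 24 h compound exposure of reporter cells at 37 °C. Each well was multiplexed: SteadyGlo luminescence measured ATXN2-luciferase expression after a fluorogenic Gly-Phe-AFC viability readout (25 uM final).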
Numbers without * were called inactive; i = inactive; ? = inconclusive; / = not tested or not shown; & = joins results of further samples; [ ] = another dose, or the depositor's remark. Unless noted, calls follow the shape of the dose curve; as a rule, active = well fitted curve in the direction sought with a large enough effect; inconclusive = small, poorly fitted or top-dose-only effect, or another doubt; inactive = no such curve, though single readings can be large; an effect the other way counts as inactive or inconclusive.

SMILES | MCF10A rerep | S2 tox | Nrf2 activator | A549 viability | HepG2 tox | IL-1B inflam inh | Nrf2 inh | TGFb SMAD3 inh | ATXN2 expr inh
COc1ccccc1CNC(=O)CN(C)S(=O)(=O)c1ccc(F)cc1 | 1% | i | 0.0% | 0% | -6% | 1 | -8% | 10% | 5%
CC(C)(C)c1ccc(C(=O)NCc2nnc(SCC(=O)NC3CCCC3)o2)cc1 | ? | i | 0.3% | 3% | -2% | -3 | -5% | -6% | 4%
CCCCOC(=O)Nc1nc(C)c(C(=O)OCC)s1 | -8% | i | 0.5% | 14% | -36% | -6 | 20% | 2% | 26%
O=C(/C(=N\O)n1cncn1)c1ccc(Br)cc1Br | -1% | i | -0.3% | 10% | 0% | -12 | -3% | 1% | -6%
CCOc1ccc(NC(=O)c2ccc(NC(=S)NC3CC3)cc2)cc1 | 0% | i | -0.2% | 0% | 2% | -1 | -4% | -13% | -31%[11.3 µM]
Cc1cc(C)c(NC(=O)c2cc(S(=O)(=O)NCCC3=CCCCC3)ccc2F)c(C)c1 | / | i | 0.5% | 0% | -32% | / | / | -15% | -6%
COc1cc(C(=O)NC2CCN(CC(=O)NC3CCCCC3)CC2)cc(OC)c1OC | 12% | i | -0.5% | 3% | -9% | -4 | -1% | -1% | -12%
CCc1nc2ccc(C(=O)Nc3ccc(C(N)=O)cc3)cn2c1N(CCC(C)C)CCN(C)C | / | ? | 3.2% | / | -10% | -2 | / | 28% | -16%
COc1ccc(C(=O)CSc2nc(C)cc(C)n2)cc1C | 2% | ? | 0.0% | 6% | -20% | 4 | -6% | -4% | /
Cc1ccc(OCCC(=O)Nc2cc(S(=O)(=O)N3CCOCC3)ccc2N2CCCC2)cc1 | 1% | ? | 0.0% | -5% | 8% | ? | -7% | -22% | 3%
COc1ccc(CCNC(=O)CCCN2C(=O)c3ccccc3C2=O)cc1 | 4% | ? | -0.2% | -3% | 3% | -7 | 4% | 7% | -24%
O=C(NCCN1CCN(c2ccccc2)CC1)c1cccc(Cl)c1 | -8% | i | 0.6% | ? | -18% | -10 | -2% | 3% | /
CCC(=O)Nc1nnc(SCC(=O)Nc2cccc(Cl)c2)s1 | 2% | i | 0.0% | -6% | 0% | i | -23% | 2% | 0%
CC(C)(C)c1ccc(-n2ncc3c2CCCC3NC(=O)C2(C(N)=O)CC2)cc1 (stereo unspecified) | ? | i | -0.4% | -7% | -31% | ? | 1.3µM* | -28% | -22%
CCN(CC)CCN(Cc1cc2cc(C)c(C)cc2[nH]c1=O)C(=S)NCc1ccco1 | 0% | i | 4.3% | -4% | -40% | -142* | -4% | ? | -3%
CC(C)(C)OC(=O)NCc1ccc(CNC(=O)c2[nH]cnc2C(=O)NCC(=O)OCc2ccccc2)cc1 | ? | ? | -0.8% | -7% | -1% | -1 | -2% | -2% | ?
Cc1csc(Nc2nc(N)c(C(=O)Nc3cc(Cl)ccc3F)o2)n1 | 0% | i | 3.6% | -13% | -20% | 3 | ? | 2% | -17%
O=c1[nH]c(SCc2c(F)cccc2Cl)nc2c1CCCC2 | / | i | 3.2% | -6% | 5% | / | -30% | -4% | 4%
COc1ccc(S(=O)(=O)N2CCOCC2)cc1C(=O)Nc1ccc(N2CCCCCC2)cc1 | ? | i | 0.1% | -7% | -11% | 0 | ? | -4% | -21%
Cc1ccc(NC(=O)NC(=O)N(C2CCCCC2)S(=O)(=O)c2ccccc2)cc1 | 6% | i | 3.5% | -1% | -2% | -3 | 6% | -30% | 10%

Next section, overlapping the part above by 3 compounds.
SMILES | MCF10A rerep | S2 tox | Nrf2 activator | A549 viability | HepG2 tox | IL-1B inflam inh | Nrf2 inh | TGFb SMAD3 inh | ATXN2 expr inh
O=c1[nH]c(SCc2c(F)cccc2Cl)nc2c1CCCC2 | / | i | 3.2% | -6% | 5% | / | -30% | -4% | 4%
COc1ccc(S(=O)(=O)N2CCOCC2)cc1C(=O)Nc1ccc(N2CCCCCC2)cc1 | ? | i | 0.1% | -7% | -11% | 0 | ? | -4% | -21%
Cc1ccc(NC(=O)NC(=O)N(C2CCCCC2)S(=O)(=O)c2ccccc2)cc1 | 6% | i | 3.5% | -1% | -2% | -3 | 6% | -30% | 10%
CCn1cc(/C=N/NC(=O)c2ccc3c(c2)OCO3)c(C)n1 | -1% | i | -0.4% | -15% | -37% | 16 | -25% | 5% | 1%
Cc1cc(C)cc(-n2c3nc4ccccc4nc3c3c(=O)n(Cc4ccco4)cnc32)c1 | ? | i | 0.4% | -4% | -25% | -18 | / | 7% | -21%
CCC(C(=O)NC1CCCCC1)n1c(SCc2ccccc2F)nc2ccncc21 (stereo unspecified) | 2% | ? | 3.4%&7.4% | ? | -21%&-22% | -23 | 3%&-10% | ? | -2%
CCOc1ccc(CCNC(=O)CSc2nnnn2-c2ccccc2Cl)cc1OCC | / | i | 4.7% | 2% | -18% | / | 10% | 1% | -28%
COC(=O)C1=C(C(=O)OC)C2C(C)=CC(C)=CN2C(C(=O)OC)=C1C(=O)OC (stereo unspecified) | -42%[inhibitor] | i | -0.2% | -8% | 9% | 0 | -2% | -12% | -4%
O=C(/C=C/Nc1cccc([N+](=O)[O-])c1)c1ccco1 | -4% | ? | ? | -2% | -12% | 0 | ? | 0% | 4%
O=C(Cc1ncc(C(F)(F)F)cc1Cl)NCc1ccco1 | 1% | i | -0.2% | 5% | -15% | 13 | -27% | -2% | 3%
O=C(NCCCn1ccnc1)c1sc2cc([N+](=O)[O-])ccc2c1Cl | / | i | 8.3% | / | -27% | 59 | / | -1% | 12%
COc1cc(OC)cc(C(=O)Nc2ccc(Cn3ccnc3)cc2)c1 | 19% | i | 0.3% | -2% | -19% | -6 | ? | -4% | -31%
O=C1CC(N2CCN(c3ccccc3F)CC2)C(=O)N1c1ccc2c(c1)OCCO2 (stereo unspecified) | -2% | i | -0.6% | -1% | -8% | -7 | 13% | -3% | 0%
CS(=O)(=O)n1nc(OC(=O)c2cc(Br)ccc2Cl)cc1N | 0% | i | -0.4% | 5% | -1% | -5 | 7% | 0% | /
CC(NC(=O)c1ccco1)c1nc(-c2ccccc2Cl)no1 (stereo unspecified) | 4% | i | 3.8% | 0% | 22% | 20 | ? | -18% | -5%
C=CCSc1nc(N2CCOCC2)c2c(c1C#N)CC(C)(C)N(C)C2 | 3% | i | 5.7% | -5% | -1% | 0 | -14% | -5% | -8%
O=c1[nH]c(=S)[nH]c2c1C(c1ccc(Cl)cc1)OC(C1CCCCC1)C2 (stereo unspecified) | / | ? | 0.1% | / | -5% | 3 | / | ? | ?
O=C(COc1ccc2ccc(=O)oc2c1)NCC(O)c1ccccc1 (stereo unspecified) | 0% | i | 0.0% | -9% | 2% | 0 | -13% | 0% | 10%
Cn1c(=O)n(C)c2cc(/C=N/N=C3/NC(=O)C(CC(=O)O)S3)ccc21 (stereo unspecified) | 6% | i | -0.8% | -11% | -6% | 18 | -9% | 3% | -2%
CCOC(=O)c1ccc(N/C=C2/CCCC(C)C2=O)cc1 (stereo unspecified) | 1% | i | 4.0% | -1% | 1% | -2 | ? | 3% | 48%[activator]
O=[N+]([O-])c1cccnc1N/N=C/c1ccccc1O | -4% | ? | 22%[9.22 µM] | -7% | -10% | 47 | -1% | 5% | -23%
O=C1c2ccccc2C(=O)N1CCSc1nnc(-c2ccco2)n1Cc1ccccc1 | -1% | i | 0.6% | -2% | 1% | 0 | / | -9% | 26%
CC(CNC(=O)c1cnn(-c2ccc(F)cc2)c1-n1cccc1)c1ccccc1 (stereo unspecified) | / | i | -1.0% | 4% | -9% | / | ? | 10µM* | -27%
Cc1cc(C)cc(NC(=O)c2ccc3oc(=O)c(S(=O)(=O)c4ccc(F)cc4)cc3c2)c1 | / | i | 4.1% | 3% | -16% | / | -11% | 1% | -21%
CCCc1nc2ccccc2c(=O)n1-c1c(C)n(C)n(-c2ccccc2)c1=O | -33%[inhibitor] | i | -0.6% | -3% | -2% | 31 | 1% | 0% | -3%
CCN(CC(=O)Nc1ccc(NC(C)=O)cc1)C(=O)c1cc([N+](=O)[O-])ccc1Sc1ccc(Cl)cc1 | 3% | ? | -0.3% | -6% | -5% | 0 | -15% | -27% | -23%
COc1ccccc1C(CNc1ccc(S(=O)(=O)N2CCCC2)cc1[N+](=O)[O-])N(C)C (stereo unspecified) | ? | i | -0.7% | -16% | -74% | ? | ? | -17% | -25%
Cc1ccc(C(=O)NN=Cc2ccc3c(c2)OCO3)cc1 | -57%[inhibitor] | i | 3.0% | -2% | 10% | -2 | ? | 8% | 3%
Cc1cc(C)c(C(=O)CN2C(=O)NC3(CCCCC3)C2=O)cc1C | 2% | i | 0.6% | 3% | -4% | 19 | ? | -2% | 11%
O=S(=O)(NCCc1ccccc1)c1ccccc1Br | / | / | / | 8% | -3% | / | 0% | 0% | /
Cc1ccc(CNC(=O)CN2C(=O)COc3ccc(S(=O)(=O)N4CCC(C)CC4)cc32)cc1 | / | / | 3.2% | 0% | -14% | / | 13% | ? | /
COc1ccc(-c2nc3c(C)cc(Br)cn3c2Cc2ccsc2)cc1OC | / | ? | 6.0% | / | -8% | -3 | / | -15% | -11%
COc1cc(NS(=O)(=O)c2c(C)[nH]c(C)c2C(=O)N2CCCC2)cc(OC)c1OC | 2% | i | 2.3% | 2% | -3% | 4 | 3% | 3% | 1%
CC(C)c1ccc(/C=C/C(=O)NC(=S)Nc2ccc(CN3CCOCC3)cc2)cc1 | 23µM* | ? | 6.3% | -12% | 14% | -65* | ? | ? | -21%[11.3 µM]
Cc1cc(C)c(NC(=O)C2CCCO2)c(C)c1NC(=O)C1CCCO1 (stereo unspecified) | 0% | i | -0.8% | 2% | 0% | 6 | 3% | 2% | 10%
